# Source: PubChem BioAssay
# CHRM5 antagonist = antagonists of human muscarinic M5 receptor (CHRM5); 360,000 compounds, 0.59% hits; inhibition, % at 3 µM; AID 624040; P08912; CHO-hM5 cells, Fluo-8 calcium fluorescence, ACh EC80;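 active = inhibition above a per-plate cutoff, the mean of that plate's test compounds plus 3 SD, cut at about 27% in these data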;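 also: 0% = acetylcholine EC80 with DMSO and 100% = DMSO without agonist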
# Target sequence (P08912 whole entry, looked up): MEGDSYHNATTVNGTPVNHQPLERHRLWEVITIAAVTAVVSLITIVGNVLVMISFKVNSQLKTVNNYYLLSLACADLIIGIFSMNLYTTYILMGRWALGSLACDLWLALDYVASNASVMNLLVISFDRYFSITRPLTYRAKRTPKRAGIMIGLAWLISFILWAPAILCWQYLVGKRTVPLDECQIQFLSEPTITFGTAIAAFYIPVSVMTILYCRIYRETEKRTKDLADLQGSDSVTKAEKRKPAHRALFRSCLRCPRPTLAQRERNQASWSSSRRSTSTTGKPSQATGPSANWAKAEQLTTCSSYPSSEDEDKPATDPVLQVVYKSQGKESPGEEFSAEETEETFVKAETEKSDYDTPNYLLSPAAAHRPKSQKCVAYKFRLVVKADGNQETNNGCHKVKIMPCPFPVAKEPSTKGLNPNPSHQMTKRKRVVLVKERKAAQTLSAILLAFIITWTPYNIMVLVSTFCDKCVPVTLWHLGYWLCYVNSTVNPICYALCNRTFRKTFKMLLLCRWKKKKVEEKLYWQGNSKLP
# TAAR1 agonist = human TAAR1 agonism; activation, % at 3 µM; 360,000 compounds, 0.99% hits; CHO RD-HGA16 TAAR1, Fluo-8 calcium fluorescence; vehicle wells 0%, saturating PEA agonist 100%; Q96RJ0;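 active = activation above the mean activation of all test compounds in the run plus 3 SD, cut at about 38% in these data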
# Target sequence (Q96RJ0 whole entry, looked up): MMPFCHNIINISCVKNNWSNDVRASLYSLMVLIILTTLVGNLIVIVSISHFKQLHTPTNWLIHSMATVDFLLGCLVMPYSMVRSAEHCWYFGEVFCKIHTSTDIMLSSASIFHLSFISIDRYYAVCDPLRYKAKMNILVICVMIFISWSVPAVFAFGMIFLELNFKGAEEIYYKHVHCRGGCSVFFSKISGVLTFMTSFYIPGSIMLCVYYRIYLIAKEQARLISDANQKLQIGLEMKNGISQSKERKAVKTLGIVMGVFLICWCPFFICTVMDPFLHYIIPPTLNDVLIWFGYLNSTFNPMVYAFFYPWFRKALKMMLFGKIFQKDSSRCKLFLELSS
#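 Benchmarks: low control DMSO, high control PEA (EC100); System: CHO RD-HGA16 cells carrying human TAAR1 plus Gα16; Detection: Fluo-8 fluorescence, 5 s baseline then 140 s kinetic read; Schedule: 17-24 h plating, Fluo-8 75 min 37 °C, 30 min RT; Read-out basis: % activation from peak over basal fluorescence ratio, DMSO-to-PEA scaled.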
# CRFBP-R2 agonist = CRF-BP/CRF-R2 complex agonism; HEK293 CRF-R2/CRF-BP, calcium dye fluorescence (FLIPR); percent of saturating CRF peptide response; activation, % at 13.2 µM; 350,000 compounds, 0.46% hits; AID 588473;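 active = activation of at least 50%, plus an integration ratio under a set limit after plate pattern correction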;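 also: plate controls were neutral control wells without compound for no effect and CRF at EC100 for full effect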
# M5 PAM = CHRM5 positive allosteric modulation; AID 624038; 360,000 compounds, 0.3% hits; activation, % at 3 µM; P08912; CHO-K1 hM5, Fluo-8 calcium, ACh EC20 PAM; 0% = ACh EC20, 100% = ACh EC100;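 active = activation above the run cutoff, the mean activation of all test compounds plus 3 SD, cut at about 18% in these data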
#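 Measured by: Fluo-8 calcium fluorescence; material: human M5 receptor in CHO-K1 cells; schedule: Post-acetylcholine fluorescence recording 140 s; benchmarks: low control EC20 acetylcholine (0%), high control EC100 acetylcholine (100%); read-out: Max/basal fluorescence ratio as % of EC20–EC100 ACh window; compound: single dose, 3 µM nominal final test concentration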
# CRFR2-BP antag = antagonists of CRF-binding protein/CRF-R2 receptor complex; HEK293 CRF-R2/CRF-BP, CRF-induced calcium fluorescence; inhibition, % at 11.8 µM; 350,000 compounds, 0.59% hits;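 active = inhibition of the ligand-induced calcium signal above about 50% at the single tested concentration, limit read from the data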
# CHRM5 agonist = agonists of human muscarinic M5 receptor (CHRM5); CHO-K1 hM5 cells, Fluo-8 calcium fluorescence; 0% DMSO wells, 100% maximal acetylcholine response; P08912; 360,000 compounds, 0.19% hits; activation, % at 3 µM;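 active = activation above the run's mean over test compounds plus 3 SD, cut at about 23% in these data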;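 also: signal is peak over basal fluorescence ratio across the kinetic read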
# M1 PAM parental = M1 PAM counterscreen hit in parental CHO-K1 cells; ATP EC20, Fluo-8 calcium fluorescence; 0% at ATP EC20, 100% at ATP max; activation, % at 3 µM; 360,000 compounds, 0.02% hits;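 active = activation above the run cutoff, the mean activation of all test compounds plus 3 SD, cut at about 40% in these data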;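 also: peak over basal fluorescence ratio in a 140 s read after ATP addition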
# TAAR1 antagonist = antagonists of human TAAR1 | Q96RJ0 | CHO RD-HGA16 TAAR1, Fluo-8 calcium fluorescence, antagonist | inhibition, % at 3 µM | 360,000 compounds, 1.5% hits;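 active = inhibition above a per-plate cutoff, the mean inhibition of test compounds on that plate plus 3 SD, cut at about 49% in these data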;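 also: 0% = DMSO plus EC80 beta-PEA response and 100% = DMSO alone without agonist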
#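 Test system – hTAAR1-expressing CHO RD-HGA16 cells, Gα16-coupled · Reagent – β-PEA at EC80 concentration, post-compound challenge · Compound dosing – 3 µM, single point · Timing – 140 s kinetic read after compound, 140 s after agonist · Detection – Fluo-8 intracellular calcium dye fluorescence, real-time kinetic reads · Control set – DMSO and EC80 PEA controls · Repeats – n of 1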
# CHRM4 PAM = positive allosteric modulators of human muscarinic M4 receptor | P08173 | activation, % at 3 µM | 360,000 compounds, 0.4% hits | CHO-K1 hM4/Gqi5, Fluo-8 calcium fluorescence, ACh EC20; 0% = ACh EC20, 100% = maximal ACh;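 active = activation above its plate's cutoff, the mean activation of sample wells plus 3 SD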; also: some results filed as inactive read as strong as hits
# Numbers without * were called inactive.
# The opening 2 compounds, to show the layout:
SMILES,CHRM5 antagonist,TAAR1 agonist,CRFBP-R2 agonist,M5 PAM,CRFR2-BP antag,CHRM5 agonist,M1 PAM parental,TAAR1 antagonist,CHRM4 PAM
O=C(/C=C/c1ccccc1)CCN1CCCCC1,12,6,6.4,-16,-49,-5,5,6,-2
O=C(CCNC(=O)c1ccc(Cl)cc1)NCC(c1ccco1)N1CCCCC1 (stereo not drawn),0,2,-1.9,0,7,2,-7,-36,0

# This part in full, previewed entries included:
SMILES,CHRM5 antagonist,TAAR1 agonist,CRFBP-R2 agonist,M5 PAM,CRFR2-BP antag,CHRM5 agonist,M1 PAM parental,TAAR1 antagonist,CHRM4 PAM
O=C(/C=C/c1ccccc1)CCN1CCCCC1,12,6,6.4,-16,-49,-5,5,6,-2
O=C(CCNC(=O)c1ccc(Cl)cc1)NCC(c1ccco1)N1CCCCC1 (stereo not drawn),0,2,-1.9,0,7,2,-7,-36,0
COc1c(/C=C2\SC(=Nc3ccccc3Cl)NC2=O)cccc1[N+](=O)[O-],25,-2,-5.0,-11,12,-3,-9,-5,-3
c1ccc(Cn2c(CNc3nc4ccccc4n3CCN3CCCCC3)nc3ccccc32)cc1,7,15,0.0,-12,-15,-5,25,-8,-11
COc1ccc(/C=C/C(=O)OCC(=O)N2CCc3ccccc32)cc1,2,3,-0.5,5,10,1,-13,-10,-1
CCNC(=O)Oc1ccc[nH]c1=O,6,1,2.3,0,8,-1,10,-2,-2
COc1ccc(Cl)cc1NC(=O)CN(C)C(=O)CCCNC(=O)c1ccc(Cl)cc1,1,4,-1.0,8,2,-1,-17,5,13
COc1ccccc1C(=O)Nc1cc2cc(Cl)ccc2oc1=O,1,7,-0.4,-1,-3,1,7,-7,1
CN1CCN(c2ccccc2NC(=O)c2cccc([N+](=O)[O-])c2)CC1,8,0,-1.3,1,2,-10,-3,0,-1
C[C@H](NC(=O)c1nc[nH]c1C(=O)NCc1ccccc1)C(=O)OCc1ccccc1,-2,9,0.0,-15,3,-4,9,32,7
COC(=O)C1=C(CS(=O)(=O)c2ccccc2)NC(=O)NC1c1ccc(O)cc1 (stereo not drawn),20,0,5.6,-8,5,-5,1,4,1
COc1cccc(OC)c1C(=O)NC(=S)N1CCN(c2ccc(C(F)(F)F)cc2[N+](=O)[O-])CC1,6,15,-1.1,-18,-12,0,15,81*,-10
COc1ccc(C2C(C(=O)OC3CCCCC3)=C(C)Nc3nnnn32)c(OC)c1OC (stereo not drawn),-5,6,-2.0,0,-19,-3,20,-1,2
Cc1nc2ccc(Cl)cc2c(-c2ccccc2Cl)c1CC(=O)O,-8,0,1.9,5,-11,-1,-4,-15,11
CCN(C(=O)CN(C)Cc1cccc(Cl)c1Cl)c1c(N)n(Cc2ccccc2)c(=O)[nH]c1=O,5,6,-2.1,-4,-28,-2,29,-6,-3
O=C(NN1CC(C(=O)OCc2ccccc2F)CC1=O)c1ccccc1 (stereo not drawn),-1,3,-1.3,-3,3,0,-4,-14,5
COc1ccccc1N=c1oc2cc(O)ccc2cc1C(=O)NCC1CCCO1 (stereo not drawn),-3,12,-0.5,7,6,2,6,20,2
COc1ccc2cc(CO)c(Cl)nc2c1,10,2,-2.3,-5,3,-2,19,3,-3
Cc1c(/C=C(\C#N)c2nn(-c3ccccc3)c(N)c2C#N)c2ccccc2n1Cc1ccc(F)cc1,4,8,4.9,-4,-14,3,17,8,6
CN1N=C(C(=O)N2CCCC(C(=O)c3cccc(C(F)(F)F)c3)C2)CCC1=O (stereo not drawn),-5,6,3.0,1,-21,-2,15,5,1
C/C(=N\N=C1/SC(CC(=O)O)C(=O)N1c1ccccc1)c1ccc(C)cc1 (stereo not drawn),5,5,4.7,0,-15,-3,-1,-2,-2
Cc1ccc(S(=O)(=O)N2CCN(c3ccccc3)CC2)s1,-4,-2,-0.4,6,0,-4,8,4,2
COc1cc(/C=C2\SC(=O)N(CCNC(=O)c3c(C)noc3C)C2=O)cc(OC)c1OC,8,3,-2.2,-9,6,1,-8,0,9
Cc1cccc(NC(=O)c2cc(S(=O)(=O)N3CCOCC3)cn2C)c1C,4,1,-0.8,-2,-53,1,14,2,1

# Three entries from above, arranged by molecular weight, high to low.
SMILES,CHRM5 antagonist,TAAR1 agonist,CRFBP-R2 agonist,M5 PAM,CRFR2-BP antag,CHRM5 agonist,M1 PAM parental,TAAR1 antagonist,CHRM4 PAM
COc1ccc(C2C(C(=O)OC3CCCCC3)=C(C)Nc3nnnn32)c(OC)c1OC (stereo not drawn),-5,6,-2.0,0,-19,-3,20,-1,2
CN1N=C(C(=O)N2CCCC(C(=O)c3cccc(C(F)(F)F)c3)C2)CCC1=O (stereo not drawn),-5,6,3.0,1,-21,-2,15,5,1
Cc1nc2ccc(Cl)cc2c(-c2ccccc2Cl)c1CC(=O)O,-8,0,1.9,5,-11,-1,-4,-15,11

# The listing continues.
SMILES,CHRM5 antagonist,TAAR1 agonist,CRFBP-R2 agonist,M5 PAM,CRFR2-BP antag,CHRM5 agonist,M1 PAM parental,TAAR1 antagonist,CHRM4 PAM
CCC(C)C(NC(=O)c1ccccc1NC(=O)c1ccc(OC)cc1)C(=O)NCCCn1ccnc1 (stereo not drawn),1,-2,0.8,1,1,-3,10,1,0
Cc1ccc(OCCn2cc(/C(N)=N/O)c3ccccc32)cc1C,-4,11,-2.4,8,-1,-1,-9,-4,-5
CCn1cnc2cc([N+](=O)[O-])ccc21,9,0,1.6,4,-18,1,10,-19,-1
O=C(c1ccccc1)c1ccc2nc(Nc3ccccc3)c3nncn3c2c1,-3,7,0.0,13,-11,1,25,-16,14
CCOc1ccc(-n2c(=S)sc3c(=O)n(-c4ccccc4)c(SC)nc32)cc1,4,1,5.6,1,35,-3,-10,-18,15
COc1cccc(Cn2nnc(C(=O)NCc3ccc4c(c3)OCO4)c2N)c1,13,8,1.3,-3,-7,1,12,-7,-3
Clc1ccccc1-c1ccc2ncnc(NCc3cccnc3)c2c1,3,10,-2.1,1,-2,1,13,13,-1
Cc1ccc2sc(N(CCN(C)C)C(=O)c3ccc4ccccc4c3)nc2c1C,-6,3,0.4,5,-17,-5,-28,-33,3
Cc1c(C(=O)NN)sc(-c2ccccc2)c1C#N,8,0,-1.1,-12,-81,3,1,4,-8
Cc1cc(NC(=O)c2ccc(Cl)cc2)n(-c2ccccc2)n1,3,2,-1.1,3,-8,-1,6,-18,3
Cc1ccc(C(C(=O)NC2CCCC2)N(Cc2cccs2)C(=O)CNC(=O)c2cccs2)o1 (stereo not drawn),-14,15,0.0,0,-21,2,7,9,-6
COc1ccc(/C=C/C(=O)NC2CC3CCC2C3)cc1 (stereo not drawn),3,2,-0.3,4,5,0,12,-4,0
CSCCC(NS(=O)(=O)c1ccccc1F)C(=O)NCC(c1ccco1)N(C)C (stereo not drawn),9,2,2.0,-1,19,-3,15,-8,4
CC(C)(C)c1ccc(C(CC(=O)O)NC(=O)Cc2ccc(Cl)cc2)cc1 (stereo not drawn),1,0,-2.1,4,8,-2,-18,-2,5
COc1ccc(Nc2nc(Nc3ccc(OC)cc3)nc(SC3=NCCS3)n2)cc1,11,3,-0.5,-11,-1,-9,12,36,-2
CCCN1C(=O)SC(CC(=O)Nc2ccc(Br)cc2)C1=O (stereo not drawn),0,10,-1.5,-15,4,-6,16,13,3
Cc1ccc([N+](=O)[O-])cc1NC(=O)CCCOc1ccccc1,-12,11,0.8,2,3,-4,21,10,6
CC(=O)Nc1ccc(C2NC(=O)c3ccccc3O2)cc1 (stereo not drawn),5,2,-1.2,2,-4,-4,13,1,-1
CC(=O)Nc1cc([N+](=O)[O-])ccc1N1CCOCC1,3,2,2.7,-1,-7,-2,4,-4,11
O=C(Nc1ccccc1)N1CCCC1c1cccs1 (stereo not drawn),11,0,-2.6,-3,0,1,8,-4,-7
COc1ccccc1C(CNC(=O)c1cc(C)nc2ccccc12)N(C)C (stereo not drawn),11,3,-0.3,1,-3,-7,9,2,0
CCc1ccccc1OCC(=O)NC1CCCC1,9,4,-1.3,-9,16,-6,0,0,-1
COc1ccc(N=c2cc(-c3ccc(OC)cc3)oc3ccccc23)cc1,3,6,-1.5,2,-30,-3,20,33,3
COC(=O)c1cccc(CSc2nc3ccccc3[nH]2)c1,12,13,0.4,-11,10,3,6,38,-6
O=C(NC1CC2CCCC(C1)N2Cc1ccccc1)c1cccc(Cl)c1 (stereo not drawn),6,0,-3.4,-3,5,-14,-10,-13,-4
Cc1cc(=O)n(C)c(=O)n1CCCCOc1cccc([N+](=O)[O-])c1,-2,6,-1.8,-4,0,-1,-2,10,-4
Cc1csc(N=Cc2ccc([N+](=O)[O-])o2)n1,-4,3,7.1,0,0,0,13,-12,6
CC(C)Cc1nnc(NC(=O)CCC(=O)N2CCN(c3ccccc3)CC2)s1,0,0,-1.8,6,1,0,-17,-14,12
COc1cccc(CN(C)C(=O)CN2C(=O)NC(c3ccccc3)(c3ccccc3)C2=O)c1,-8,11,-0.5,2,-8,-1,24,-10,1
CCN(Cc1cnn(C)c1)C(=O)c1cc(COc2cc(C)c(Cl)c(C)c2)on1,12,0,0.7,-9,22,-1,-4,18,-4
O=C(CN1C(=O)c2cccc3cccc(c23)C1=O)N1CCCCC1,11,2,-0.3,-4,6,0,24,-8,4
CCC(C)(C)C1CCC2(CC1)NC(=O)N(CC(=O)NCCOc1ccccc1)C2=O (stereo not drawn),1,-1,0.5,8,-10,1,6,-24,5
Cc1nn(-c2ccc(F)cc2)c(Cl)c1C(=O)N(C)CC(=O)Nc1cccc(F)c1,-3,0,-0.6,-1,4,12,-16,-27,7
COc1ccc(CN2C3CCC2CC(NC(=O)c2cc(OC)c(OC)c(OC)c2)C3)cc1 (stereo not drawn),-2,1,0.0,1,-6,-1,15,6,1
Cc1ccc(/C=C/C(=O)N2CCN(Cc3ccccc3)CC2)o1,-11,0,2.2,4,13,0,10,-3,4
Cc1nc2sc3c(c2c(=N)n1N)CCCC3,-4,3,-1.1,-1,-9,-5,14,-9,7
N#Cc1cnc(Oc2ccc(Cl)cc2)nc1N,3,2,0.8,3,10,0,8,2,1
Cc1ccc(NC(=O)CSCC(=O)N2CCN(c3cccc(C(F)(F)F)c3)CC2)cc1,8,1,-0.6,-2,5,-2,13,-14,-7
COc1cc2c(cc1OC)C(C)N(C(=O)c1cccc([N+](=O)[O-])c1)CC2 (stereo not drawn),-19,6,-2.9,2,42,-2,-4,13,5
COc1ccc(C(=O)CC2SC(N)=NC2=O)cc1 (stereo not drawn),11,0,-0.6,0,-9,-3,17,-16,9
COCC(C)n1c(C)cc(C(=O)COC(=O)c2n[nH]c3ccccc23)c1C (stereo not drawn),-12,11,2.5,-7,-14,2,13,12,5
O=C(O)c1ccc(NC(=O)C2CCCCC2)cc1,1,0,52*,3,-16,1,0,-10,1
Cc1cccc(-n2cc(CN3CCN(Cc4nccn4C)CC3)c(-c3cccc(F)c3)n2)c1,7,4,-1.7,-5,-8,-4,15,5,6
